GLP1R inv ag: qHTS of GLP-1 Receptor Inverse Agonists (Inhibition Mode) | 410,000 tested, 1.6% active | Glucagon-like peptide 1 receptor (Homo sapiens), P43220 | AID 624417, 2012 | HEK293 GLP-1R CRE-luciferase, luminescence, 24 h; GLP-1R form is constitutively active | Potency, µM (series often up to 38.3 µM), for the others: top-dose activity change, negative = inhibition, most hits filed as inhibitors; further: potency means the concentration at half of the fitted maximal effect; on the % scale 0 is the no-effect control and ±100 the full control effect; nearly all actives have a fitted effect of over 55% in size
Target sequence (P43220 whole entry, looked up): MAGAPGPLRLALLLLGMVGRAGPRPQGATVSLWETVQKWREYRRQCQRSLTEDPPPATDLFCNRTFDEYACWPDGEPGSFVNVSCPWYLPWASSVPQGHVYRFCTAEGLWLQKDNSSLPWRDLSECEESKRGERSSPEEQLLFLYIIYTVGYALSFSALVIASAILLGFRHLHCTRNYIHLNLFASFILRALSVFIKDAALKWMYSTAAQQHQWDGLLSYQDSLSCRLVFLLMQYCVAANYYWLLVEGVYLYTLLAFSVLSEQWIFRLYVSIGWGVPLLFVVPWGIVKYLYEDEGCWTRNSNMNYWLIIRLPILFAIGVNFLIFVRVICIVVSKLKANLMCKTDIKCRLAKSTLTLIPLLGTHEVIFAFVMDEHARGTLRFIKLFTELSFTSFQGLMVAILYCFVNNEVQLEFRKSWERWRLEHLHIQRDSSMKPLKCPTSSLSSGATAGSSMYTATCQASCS
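Inverse agonists were sought by their lowering of basal cAMP reporter luciferase output in HEK293 cells stably carrying constitutively active human GLP-1R, after 24 h compound treatment.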
Abeta rescue: qHTS for compounds that reverse cellular toxicity of Amyloid beta (A-beta) peptide in yeast: Primary Screen | yeast expressing A-beta42, growth rescue, OD600, 48 h; response scale: 0% DMSO, 100% iron-clioquinol control | Potency, µM (top dose mostly 46.1 µM), without a hit: at the highest dose growth rescue, hits mostly activators | 410,000 tested, 0.063% active | AID 1347071, 2019; further: potency means the concentration at half of the fitted maximal effect; nearly all actives have a fitted effect of over 55% in size
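Yeast growth medium received pinned compounds, then yeast cells expressing toxic A-beta were added; plates incubated at 30 C for 48 hr. Growth read as absorbance at 600 nm, normalized to DMSO and equimolar FeCl3 plus clioquinol controls.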
FUS yeast rescue: qHTS for Suppressors of FUS Proteinopathy: Primary screen using FUS-linked yeast assay | S. cerevisiae FUS-expressing, growth rescue, OD600, 24 h | Potency, µM (doses to about 76.6 µM), for the others: at the highest dose growth rescue (activation), usual class: activators | 390,000 tested, 0.24% active;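 further: potency means the concentration at half of the fitted maximal effect; plate controls were DMSO vehicle for no effect and reference control for full effect; nearly all actives have a fitted effect of over 55% in size; some results filed as inactive show a strong effect at the top dose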
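Yeast FUS proteinopathy model; galactose-induced FUS (2%), starting OD 0.005. Cpds in dilution series, 24hr, 30C, 99% humidity. Abs 600 nm growth. Pos ctrl CP55940 (top 92uM final); neg ctrl DMSO.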
TDP43 rescue: qHTS of TDP-43 Inhibitors | 410,000 tested, 1.8% active | Potency, µM (highest dose often 46.1 µM), for the others: at the top dose growth rescue (activation), usual class: activators | TDP-43 expressing yeast growth rescue, BacTiter-Glo, 24 h; further: potency means the concentration at half of the fitted maximal effect; % of control where 0% means no effect; nearly all actives have a fitted effect of over 50% in size
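Yeast cells expressing TDP-43 under galactose induction are exposed to compounds for 24 hr at 30 deg C. BacTiter-Glo luminescence measures growth, so protective compounds score as activators.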
aSyn yeast inh: qHTS of alpha-syn Inhibitors | Yeast expressing alpha-synuclein, growth rescue, BacTiter-Glo, 24 h | Potency, µM (top dose mostly 46.1 µM), for inactives: at the top dose growth rescue (activation), hits mostly activators | 370,000 tested, 0.14% active; further: potency means the concentration at half of the fitted maximal effect; % of control where 0% means no effect; nearly all actives have a fitted effect of over 65% in size
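Readout is rescue of growth in alpha-synuclein-expressing yeast, so inhibitors of toxicity appear as activators. Growth after 24 hr at 30 deg C in galactose medium is quantified by luminescence.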
pAkt inh: HTS Assay for Inhibitors of Akt Phophorylation: Primary Screen | Neuro2A IGF-stimulated pAkt S473 HTRF, 20 min; active compounds read low | 360,000 tested, 0.32% active | activity change, % for hits at 50 µM | AID 651550, 2012; in the data active means activity change below about -80%; inconclusive means mostly about -51% to -80%; further: on the % scale 0 is the no-effect control and ±100 the full control effect
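Neuro2A cells (4,500/well, DMEM with 0.5% FBS) were treated with compound at a single 50 µM final concentration, stimulated with 6 nM IGF for 20 min at 37 °C, and lysed. Phospho-Akt Ser473 was read by HTRF as 665/615 ratio ×10^4.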
GLP1R ag: qHTS of GLP-1 Receptor Agonists; HEK293 GLP-1R CRE-luciferase, luminescence, 4-6 h; cells express a hypersensitive GLP-1R form; 380,000 tested, 0.007% active; Potency, µM (highest dose often 45.6 µM), without a hit: top-dose activation, hits mostly activators; further: potency means the concentration at half of the fitted maximal effect; % of control where 0% means no effect
PTHR1 agonist: qHTS for PTHR1 Agonists: Primary Screen. Parathyroid hormone/parathyroid hormone-related peptide receptor (Homo sapiens), Q03431. HEK293 GP2 PTHR1 cells, GloSensor cAMP luminescence, 1 h. Potency, µM (top dose mostly 115 µM), inactives show at the top dose activation, most hits filed as activators. 410,000 tested, 0.075% active. AID 743266, 2014; further: potency means the concentration at half of the fitted maximal effect; nearly all actives have a fitted effect of over 55% in size; some results filed as inactive show a strong effect at the top dose; inactives centre near -15; many of its hits are not listed in these tables
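HEK-293-derived GP2 cells expressing PTHR1 and a GloSensor cAMP reporter, 3,000/well, plated overnight, given luciferin plus IBMX (each 0.5 mM as added) for 1 h at 37 °C, then compound for 1 h at 37 °C. Luminescence was read after 15 min at room temperature.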
DRD3 antagonist: qHTS of D3 Dopamine Receptor Antagonist: qHTS; D(3) dopamine receptor (Homo sapiens), P35462; D3R cells, DiscoveRx beta-arrestin luminescence, antagonist mode; active compounds read low; max response, negative = inhibition, %; 360,000 tested, 2.5% active; in the data active means max response below about -50%; inconclusive means no clear call, values can overlap the other calls; further: on the % scale 0 is the no-effect control and ±100 the full control effect; mostly tested at two doses, the higher about 12 µM
Target sequence (P35462 whole entry, looked up): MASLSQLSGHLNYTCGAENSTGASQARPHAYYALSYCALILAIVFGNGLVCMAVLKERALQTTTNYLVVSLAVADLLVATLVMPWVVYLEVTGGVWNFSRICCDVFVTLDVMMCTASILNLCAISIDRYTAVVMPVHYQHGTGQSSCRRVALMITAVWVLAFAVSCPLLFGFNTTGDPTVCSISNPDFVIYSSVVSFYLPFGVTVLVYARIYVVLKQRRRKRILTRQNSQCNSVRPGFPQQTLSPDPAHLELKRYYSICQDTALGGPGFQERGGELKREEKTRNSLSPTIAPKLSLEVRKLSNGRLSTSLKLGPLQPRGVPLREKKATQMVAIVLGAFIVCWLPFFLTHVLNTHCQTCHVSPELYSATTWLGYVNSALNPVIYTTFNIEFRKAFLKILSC
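Cells plated overnight at 1500 cells/well, then exposed to library compounds with dopamine controls for 90 minutes at 37 degrees C. DiscoveRx reagent added for 30–60 minutes at room temperature; luminescence read, quantitative HTS format.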
An asterisk follows results filed as active; i = inactive; ? = inconclusive; / = not tested or not shown; [ ] = another dose, or the depositor's remark. Unless noted, the call rests on the fitted dose curve; in most records, active means well fitted curve in the direction sought with a large enough effect; inconclusive means small, poorly fitted or top-dose-only effect, or another doubt; inactive means no such curve, though single readings can be large; an effect the other way counts as inactive or inconclusive. Some of the compounds tested; rates above refer to the full screens.

(1) Cc1ccc(Cn2nc(C)c(NC(=O)c3nn(C)cc3Cl)c2C)cc1
(2) Cc1nn(C(C)C(=O)Nc2ccc(C(C)C)cc2)c(=O)c2c1sc1ccccc12 (stereo unspecified)
(3) CC(=O)N1CCN(S(=O)(=O)c2cccc(C(=O)OCc3ccc(C(C)(C)C)cc3)c2)CC1
(4) OCCCn1c(C2CCCN2c2nc(-c3ccc(F)cc3)cs2)nc2cc(C(F)(F)F)ccc21 (stereo unspecified)
(5) O=C(O)c1ccccc1NC(=O)C1C2C=CC(C2)C1C(=O)O (stereo unspecified)
(6) Cc1ccc(-c2ccc(S(=O)(=O)N3CCN(C)CC3)cc2)cc1
(7) Cc1cc(N2CC(C(=O)NCc3cccs3)CC2=O)ccc1C(C)C (stereo unspecified)
(8) CCn1c(SCC(=O)Nc2nnc(C)s2)nc2c(c1=O)SC(C)C2 (stereo unspecified)
screen / no.	1	2	3	4	5	6	7	8
GLP1R inv ag	-3.3%	-8.6%	?	?	10.4%	-8.4%	?	1.0%
Abeta rescue	1.8%	17.1%	14.1%	9.8%	6.4%	-0.1%	-1.8%	-15.5%
FUS yeast rescue	43.4%	-11.1%	?	?	-2.9%	11.7%	22.0%	-9.8%
TDP43 rescue	2.1%	11.5%	22.2%	-30.8%[inhibitor]	19.6%	-3.0%	9.5%	17.7%
aSyn yeast inh	-0.7%	/	9.8%	-0.5%	3.3%	-11.7%	0.6%	-3.8%
pAkt inh	i	/	i	i	i	i	i	i
GLP1R ag	7.8%	/	4.5%	-1.4%	-10.6%	-2.1%	4.1%	6.0%
PTHR1 agonist	-5.3%[57.5 µM]	i	-50.5%[inhibitor]	-19.3%	-24.9%	i	i	-23.9%
DRD3 antagonist	-17.6	/	15.3	11.4	14.3	4.8	3.7	-21.1

(9) O=C(CSc1nnc(-c2ccc(F)cc2)n1CC1CCCO1)NCc1ccco1 (stereo unspecified)
(10) Cc1nc(NC(=S)NC(=O)COc2ccccc2Cl)ccc1Br
(11) O=C(NC1CC1)c1ccc(Cn2c(SCc3cccc(F)c3)nc3cccnc32)cc1
(12) O=C(NCCCN1CCN(c2ccc(F)cc2)CC1)Nc1ccc([N+](=O)[O-])cc1
(13) COCCNC(=O)c1c[nH]c2cc(OC)c(OC)cc2c1=O
(14) O=C(c1ccc2c(c1)OCCCO2)c1cccs1
(15) Cc1ccc(S(=O)(=O)N2C[C@@H]3[C@H]4CC[C@H](C4)[C@@H]3[C@@H](C)[C@H]2C#N)cc1
(16) Cc1nc(SCC(=O)N2CCC(Cc3ccccc3)CC2)[nH]c(=O)c1C
screen / no.	9	10	11	12	13	14	15	16
GLP1R inv ag	-21.2%	8.8%	-10.2%	11.2µM*	62.3%[activator]	0.0%	-21.5%	-18.2%
Abeta rescue	-18.8%	-1.0%	-1.2%	-19.4%	-9.3%	-13.0%	-31.1%[inhibitor]	-6.3%
FUS yeast rescue	/	-10.0%	5.4%	-8.5%	4.7%	16.3%	7.0%	30.2%
TDP43 rescue	8.6%	8.9%	-10.0%	-7.0%	-8.8%	?	28.8%	6.2%
aSyn yeast inh	-4.4%	-0.7%	/	-2.9%	-4.5%	-3.3%	4.9%	-6.2%
pAkt inh	i	i	/	i	i	i	i	i
GLP1R ag	-2.0%	-10.9%	/	-2.2%	20.1%	3.7%	7.5%	-4.8%
PTHR1 agonist	-24.9%	i	3.2%	-22.8%	i	-9.3%[57.5 µM]	-12.4%	-18.9%
DRD3 antagonist	-1.1	3.7	/	-117.5*	-16.6	-29.9	31.9	?

Among those listed so far, these have a Cl atom.
(1) Cc1ccc(Cn2nc(C)c(NC(=O)c3nn(C)cc3Cl)c2C)cc1
(10) Cc1nc(NC(=S)NC(=O)COc2ccccc2Cl)ccc1Br
screen / no.	1	10
GLP1R inv ag	-3.3%	8.8%
Abeta rescue	1.8%	-1.0%
FUS yeast rescue	43.4%	-10.0%
TDP43 rescue	2.1%	8.9%
aSyn yeast inh	-0.7%	-0.7%
pAkt inh	i	i
GLP1R ag	7.8%	-10.9%
PTHR1 agonist	-5.3%[57.5 µM]	i
DRD3 antagonist	-17.6	3.7

More entries
(17) CCOC(=O)c1nc(C)sc1-c1ccnn1S(=O)(=O)c1ccccc1C(F)(F)F
(18) COc1ccc(OCC(=O)N/N=C/c2ccc(N(C)C)cc2)cc1
(19) COc1ccc(/C=N/n2c(C)cc(C)cc2=O)cc1
(20) Cc1cc(C)c2nc(N3CCCC(C(=O)NCCN4CCOCC4)C3)sc2c1 (stereo unspecified)
(21) S=c1[nH]c2nc(Cl)c(Cl)nc2[nH]1
(22) COc1c(C)cc(C(=O)C2CCCN(C(=O)c3snnc3C)C2)cc1C (stereo unspecified)
(23) COc1cccc(NC(=O)CN(C)S(=O)(=O)c2ccc3[nH]c(=O)oc3c2)c1
(24) CC(=O)Nc1ccc(C(=O)Nc2ccncc2)cc1
screen / no.	17	18	19	20	21	22	23	24
GLP1R inv ag	15.9%	-7.7%	28.9%	-0.1%	12.6%	28.3%	0.7%	1.2%
Abeta rescue	-16.1%	4.3%	-0.8%	-6.4%	-16.4%	-14.7%	1.3%	-10.4%
FUS yeast rescue	17.4%	10.6%	6.9%	9.9%	3.1%	0.2%	28.4%	-13.0%
TDP43 rescue	15.6%	-8.0%[0.397 µM]	-23.5%	-20.8%	16.4%	-7.0%	-17.8%	0.0%
aSyn yeast inh	10.5%	9.0%	-7.3%	4.6%	-11.2%	-5.3%	-3.4%	-8.4%
pAkt inh	i	i	i	i	i	i	i	i
GLP1R ag	18.2%	8.3%	10.1%	1.6%	-4.4%	7.9%	-5.0%	-0.6%
PTHR1 agonist	-13.0%	-2.9%	i	i	i	-4.1%	?	i
DRD3 antagonist	9.6	15.2	-23.0	-12.8	-1.4	2.6	-10.8	2.9

(25) CC1CCN(Cc2nnc(-c3cccc(Br)c3)o2)CC1
(26) O=C(Cn1cnc2ccccc21)N/N=C/c1ccccc1[N+](=O)[O-]
(27) CC(NC(=O)Cc1ccc([N+](=O)[O-])cc1)c1ccc2c(c1)OCO2 (stereo unspecified)
(28) CC(C)N1CCCC(C)(C(=O)Nc2ccccc2)C1 (stereo unspecified)
(29) COc1ccccc1-c1cc2nc(C)c(CCC(=O)NCCc3ccc(SC)cc3)c(C)n2n1
(30) CSc1ccccc1OCc1cc(C(=O)N(C)Cc2ccc3nsnc3c2)no1
(31) COc1ccc(NC(=O)CN(C)C(=O)c2c(C)nn(Cc3ccccc3)c2C)cc1
(32) Cc1ccc2nc(NC(=O)c3ccc(S(=O)(=O)N4CCC(C)CC4)cc3)sc2c1
screen / no.	25	26	27	28	29	30	31	32
GLP1R inv ag	-3.6%	3.8%	?	-17.8%	10.1%	?	2.0%	12.2%
Abeta rescue	-19.5%	-14.6%	-9.5%	8.8%	19.4%	-6.9%	10.9%	-8.8%
FUS yeast rescue	-5.2%	11.4%	13.2%	-6.6%	31.3%	28.0%	4.9%	-7.1%
TDP43 rescue	-3.3%	20.4%	8.9%	19.3%	-37.4%[inhibitor]	?	22.4%	4.1%
aSyn yeast inh	-8.1%	-1.1%	0.7%	-0.5%	/	14.5%	1.3%	-7.7%
pAkt inh	i	i	i	i	/	i	i	/
GLP1R ag	?	2.9%	8.7%	13.5%	/	9.4%	-4.9%	1.3%
PTHR1 agonist	i	-12.6%	-0.4%	i	-21.2%	-32.8%[inhibitor]	i	-14.7%
DRD3 antagonist	-11.7	17.1	3.3	17.2	/	-10.1	-1.3	/

(33) COc1ccc(C(=O)N2CCC(C(=O)Nc3ccccc3C)CC2)cc1OC
(34) O=C(c1c(F)cccc1F)N1CCCC(c2nc(-c3cccs3)no2)C1 (stereo unspecified)
(35) COc1ccc(NC(=O)/C=C/c2ccccc2)cn1
(36) Cc1nc(SCC(=O)N2CCOCC2)c2ccsc2n1
(37) Cc1cc(C(=O)C(=O)Nc2nncs2)c(C)n1-c1ccc(Cl)cc1
(38) Cc1ccc(C(=O)Nc2nc(=O)n(C(=O)c3ccccc3C)s2)cc1
(39) S=c1nc(C2COc3ccccc3O2)[nH][nH]1 (stereo unspecified)
(40) CC(=O)Nc1ccc(C)c([N+](=O)[O-])c1
(41) Cc1nc2ccc(S(=O)(=O)Nc3cccc(-c4nc5cccnc5s4)c3C)cc2s1
screen / no.	33	34	35	36	37	38	39	40	41
GLP1R inv ag	-26.6%	?	12.8%	-12.0%	-27.1%	-50.2%	22.9%	-12.6%	-12.9%
Abeta rescue	0.0%	9.0%	-10.1%	-3.6%[9.22 µM]	8.1%	5.2%	6.5%	9.1%	-31.2%
FUS yeast rescue	19.1%	27.5%	27.5%	-36.7%	25.1%	-9.8%	18.8%	-7.6%	28.8%
TDP43 rescue	-22.6%[0.397 µM]	4.7%	?	4.3%	11.2µM*	18.6%	4.3%	-10.1%	?
aSyn yeast inh	-0.3%	4.7%	-19.3%	5.4%	/	-13.9%	-2.6%	-4.6%	11.5%
pAkt inh	i	i	i	i	/	i	i	i	i
GLP1R ag	-0.3%	26.2%	6.4%	-3.1%	/	-2.2%	1.2%	12.0%	-1.0%
PTHR1 agonist	-2.8%	-23.0%	-6.8%	-9.2%	i	-9.3%	i	-0.1%	-48.0%[inhibitor]
DRD3 antagonist	18.4	-29.4	36.3	?	/	-8.3	?	4.1	-0.4

Screening results (PubChem BioAssay)
